# TLR4-MyD88 BLA: TLR4-MyD88 interaction inhibition in cells | O00206+Q99836 | HeLa CL3-4 TLR4/MyD88 BLA complementation, FRET ratio | inhibition, % at 8.4 µM | actives 0.18% (n = 200,000); in the data active means inhibition above about 25%;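 further: 0% = vehicle and 100% = reference inhibitor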
# Target sequence (O00206 whole entry, looked up): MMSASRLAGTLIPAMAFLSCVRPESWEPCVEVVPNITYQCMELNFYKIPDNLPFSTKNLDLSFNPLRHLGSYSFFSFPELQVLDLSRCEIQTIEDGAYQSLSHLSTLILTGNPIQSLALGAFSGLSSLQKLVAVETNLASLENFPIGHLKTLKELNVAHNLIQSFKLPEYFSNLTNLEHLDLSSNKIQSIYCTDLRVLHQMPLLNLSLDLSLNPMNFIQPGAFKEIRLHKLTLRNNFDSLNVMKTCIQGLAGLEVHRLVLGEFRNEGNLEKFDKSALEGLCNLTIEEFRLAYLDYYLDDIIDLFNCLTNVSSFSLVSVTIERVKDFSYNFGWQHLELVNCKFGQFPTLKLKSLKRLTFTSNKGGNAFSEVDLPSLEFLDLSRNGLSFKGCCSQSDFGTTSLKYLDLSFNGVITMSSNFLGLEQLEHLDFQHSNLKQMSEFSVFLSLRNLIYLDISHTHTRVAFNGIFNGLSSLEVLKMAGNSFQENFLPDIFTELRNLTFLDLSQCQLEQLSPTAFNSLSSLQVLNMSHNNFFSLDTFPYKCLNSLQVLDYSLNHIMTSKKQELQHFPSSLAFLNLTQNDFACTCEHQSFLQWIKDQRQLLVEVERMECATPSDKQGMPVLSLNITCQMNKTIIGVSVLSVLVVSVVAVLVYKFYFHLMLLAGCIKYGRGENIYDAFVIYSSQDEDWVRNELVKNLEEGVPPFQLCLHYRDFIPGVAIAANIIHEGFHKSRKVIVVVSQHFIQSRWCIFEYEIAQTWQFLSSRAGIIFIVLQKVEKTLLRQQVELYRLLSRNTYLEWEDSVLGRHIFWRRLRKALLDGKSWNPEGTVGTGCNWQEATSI
# Target sequence (Q99836 whole entry, looked up): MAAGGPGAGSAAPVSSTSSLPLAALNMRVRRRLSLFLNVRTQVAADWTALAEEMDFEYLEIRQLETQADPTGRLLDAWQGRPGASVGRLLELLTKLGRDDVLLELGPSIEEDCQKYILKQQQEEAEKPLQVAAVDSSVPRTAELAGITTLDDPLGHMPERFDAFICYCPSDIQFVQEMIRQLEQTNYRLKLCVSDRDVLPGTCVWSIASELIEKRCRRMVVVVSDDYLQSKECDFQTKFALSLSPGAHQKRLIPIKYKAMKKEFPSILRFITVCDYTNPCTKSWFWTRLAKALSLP
# NF-kB expr up: compounds increasing NF-kB expression in human neuronal cells; NF-kB reporter expression; stronger effect = higher value; actives 1.6% (n = 190,000); AID 1239; fold change at 12.5 µM; in the data active means fold change above about 3.3
# Redox H2O2 prof: compounds producing H2O2 with reducing agent – biochemical, NIH compound library profiling, artefact control for MLSCN library redox annotation, primary screen; DTT-dependent redox cycling H2O2, phenol red/HRP absorbance; 100% = 100 µM peroxide control, 0% = buffer; activation, % at 10 µM; actives 0.03% (n = 200,000); AID 878;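 active means activation of at least 50% relative to the plate's high and low controls in the primary single-dose screen; inactive means activation below 50%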;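 further: compound incubated with DTT at 0.8 mM final as the reducing agent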
# Efa HMGR inh: blocks class II HMG-CoA reductase of Enterococcus faecalis; purified E. faecalis HMGR, NADPH absorbance 340 nm kinetic; inhibition, % at 10 µM; actives 0.41% (n = 190,000); AID 1066;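 active means inhibition above a set limit, the median over all tested compounds plus 3 SD, cut at about 9.5% in these data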;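 further: enzyme runs in reverse so mevalonate oxidation gives rising NADPH absorbance; 0% = complete reaction with DMSO and 100% = background rate lacking mevalonate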
# STAT1 act: activators of IFN-gamma induced STAT1 signaling; activation (% of control), % at 5.5 µM; AID 932; actives 2.6% (n = 200,000); NIH 3T3 STAT1-luciferase reporter, luminescence; 100% = IFN-gamma alone, no compound;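 active means activation above the screen-wide mean activation plus 3 SD, cut at about 130% in these data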;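 further: raw ratio to IFN-gamma control signal so 100% means no change and 0% no light; values of inactives mirror those of a sister screen read the other way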
# STAT3 activator: activators of IL-6 induced STAT3 signaling. actives 0.91% (n = 190,000). activation (% of control), % at 5.6 µM. U3A cells, IL-6 STAT3-luciferase reporter, luminescence; 100% = signal with IL-6 EC80 alone. AID 871;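 active means activation above the screen-wide mean of compound activation plus 3 SD, cut at about 130% in these data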;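 further: 0% = background luminescence of wells with medium and substrate only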
#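 Detection: reporter luminescence signal / Assay system: STAT1-lacking human U3A cells, STAT3 luciferase reporter / Incubation: compound pre-incubation 1 h before IL-6, then 6 h stimulation at 37 °C / Control set: IL-6-only high control / Read-out: % activation relative to IL-6 control / Probe or stimulus: Interleukin-6, 33 ng/mL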
# APP 5'UTR act: APP 5'UTR luciferase reporter activation. actives 1% (n = 190,000). activation, % at 2 µM. SH-SY5Y APP 5'UTR luciferase reporter, luminescence; zero percent = DMSO vehicle wells. AID 1276;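 active means activation above a set limit, based on mean plus 3 SD of controls, cut at about 140% in these data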; further: values of inactives mirror those of a sister screen read the other way
# STAT1 blocker: inhibitors of IFN-gamma induced STAT1 signaling | NIH 3T3 STAT1-luciferase reporter, luminescence | inhibition, % at 5.5 µM | actives 0.35% (n = 200,000) | AID 920;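 active means inhibition above a set limit, the mean inhibition across all tested compounds plus 3 SD, cut at about 34% in these data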;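 further: 0% = IFN-gamma with DMSO and 100% = IFN-gamma with 300 µM nifuroxazide; values of inactives mirror those of a sister screen read the other way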
# Hsp70 activator: transcriptional activators of Hsp70; HeLa Hsp70 promoter luciferase reporter, luminescence; scaled: vehicle 0, proteasome-inhibitor control 100%; activation, % at 10 µM; actives 0.04% (n = 200,000); AID 1203;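 active means activation above the mean across all tested compounds plus 3 SD, cutoff set per campaign, cut at about 5.5% in these data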;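 further: 100% = MG132 at 30 µM as the positive control and 0% = DMSO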
# STAT3 blocker: inhibitors of IL-6 induced STAT3 signaling | actives 0.89% (n = 190,000) | inhibition, % at 5.5 µM | U3A cells, IL-6 STAT3-luciferase reporter, luminescence; host cell line lacks STAT1;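 active means inhibition above the mean inhibition across all screened compounds plus 3 SD, cut at about 44% in these data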;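 further: 0% = DMSO only wells and 100% = 100 µM nifuroxazide control wells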
# An asterisk follows results filed as active; / = no result given.
SMILES,TLR4-MyD88 BLA,NF-kB expr up,Redox H2O2 prof,Efa HMGR inh,STAT1 act,STAT3 activator,APP 5'UTR act,STAT1 blocker,Hsp70 activator,STAT3 blocker
O=C(N/N=C/c1ccc(OCCCF)cc1)c1ccc(C(F)(F)F)cc1,-21.1,1.28,0.2,-5.5,100.2,92.1,-0.5,-1.8,-0.1,11.7
CCOC(=O)C(=O)/C(C#N)=C/Nc1ccccc1,13.5,1.18,0.0,-1.4,93.8,99.8,23.6,6.8,-0.4,5.9
Cc1cc(C)cc(OCC(=O)NCCc2nc3ccccc3[nH]2)c1,-4.6,0.96,-0.8,1.4,111.8,105.8,17.0,-14.5,-0.5,-2.2
O=C(Nc1ccc(NC(=O)c2ccco2)nc1)c1ccco1,-13.9,4.03*,-0.2,0.1,98.7,57.4,164.2*,-0.7,-0.4,53.5*
CCOC(=O)c1c(C)[nH]c(C(=O)CSc2nccc(C)n2)c1C,-3.0,2.23,-0.7,-6.5,132.2*,89.2,79.8,-36.1,0.1,12.7
O=C1N(Cc2cccnc2)C[C@@H]2C[C@@H](c3ccc4nonc4c3)N3CCC[C@@]123,-7.8,1.17,-0.4,-6.0,93.3,93.6,6.6,7.0,-0.2,13.0
Cc1nn(Cc2ccccc2Cl)c2sc(C(=O)OC3CCCC3=O)cc12 (configuration not stated),-6.3,0.77,0.1,-7.3,104.7,106.4,13.2,-5.2,-0.4,0.2
CC(C)Sc1nc2ccccc2n1CC(=O)O,-1.3,0.94,0.1,0.7,110.9,104.8,-10.2,-13.6,-0.1,-1.0
Cc1c(Br)c(C(N)=O)nn1C,-7.2,0.98,0.4,0.6,102.1,106.4,-1.6,-2.2,-0.1,-9.4
CC(C)(C)C1CCC(OCC(O)CN2CCN(c3ccccn3)CC2)CC1 (configuration not stated),2.1,1.46,-0.3,-8.9,108.5,98.0,-4.6,-10.7,0.1,4.5
CCOC(=O)C1=C(C)Nc2ccccc2N=C1NC(=O)CCCN1C(=O)c2ccccc2C1=O,-4.7,1.47,4.1,2.5,96.5,97.4,5.4,3.8,-0.1,5.0
CC/C(=N/NC(=O)c1ccccc1)c1ccc(OCCN2CCOCC2)cc1,-0.9,1.57,-0.4,-5.2,127.1,109.9,61.3,-29.8,-0.3,-10.5
CCN1C=C(C(=O)OC)C(c2cccc(C)c2)C(C(=O)OC)=C1,-8.0,1.06,-2.1,2.3,99.4,102.8,-21.4,0.7,-0.3,0.0
O=C(NCc1ccco1)c1ccc(COc2cccc3ccccc23)cc1,-16.1,0.93,0.9,-8.6,95.1,77.0,10.2,5.3,-0.3,26.2
O=C(Nc1ccc(F)cc1)C1CC(=O)n2c(nc3ccccc32)N1 (configuration not stated),-3.2,1,0.3,1.5,100.8,101.5,-2.7,-0.9,-0.1,-2.4
Cc1oc2nc(SCC(=O)NCCCO)nc(N)c2c1C,-1.9,1.22,-9.3,-1.8,92.3,101.1,-7.7,8.6,-0.3,1.4
CC1(C)OC(=O)C(=Cc2ccc(-c3ccc(Cl)c(C(=O)O)c3)o2)C(=O)O1,-4.4,0.94,-2.2,1.5,98.6,100.2,12.2,0.0,-0.5,6.5
CCCC(CCC)=NNC(=O)c1ccccc1F,-4.1,1.15,-1.2,0.3,115.9,104.1,39.4,-17.8,-0.2,-2.6
CC(=O)NC1C(=O)N=C(SCC(=O)Nc2c(C)cccc2C)NC1=O (configuration not stated),7.2,0.94,-2.8,-2.8,106.1,104.1,9.2,-9.3,0.1,-3.6
CCOc1ccc(-c2nc(CSCC(=O)NCCN3CCOCC3)c(C)o2)cc1,-5.5,0.7,-2.2,2.1,87.9,100.1,-22.2,14.2,-0.2,4.3
CCN(C(=O)Cc1cccs1)c1nnc(-c2cccnc2)s1,-4.4,1.64,8.1,-0.2,109.4,107.4,-2.9,-10.3,-0.4,-2.6
CCCCS(=O)(=O)NC1=NCN(Cc2ccco2)CN1,8.8,0.99,-1.1,-5.5,93.6,103.5,2.2,6.9,0.1,0.3
Cc1nn(C)c(C)c1CN(C)C(=O)c1nn2c(c1Br)NC(c1cccs1)CC2C(F)(F)F (configuration not stated),-1.4,0.85,-0.1,-3.5,97.5,93.2,-5.4,2.9,-0.2,10.1
CCCCNC(=S)Nc1ccc2nc3n(c(=O)c2c1)CCCCC3,-0.8,1.26,0.3,-7.7,100.1,101.4,-11.3,-0.1,-0.2,-1.7
Cc1ccccc1C(=O)NC1CCN(Cc2nnnn2C2CCCC2)CC1,7.0,1.11,1.0,0.8,100.7,95.7,-5.9,-0.8,0.1,9.3

# Other compounds follow.
SMILES,TLR4-MyD88 BLA,NF-kB expr up,Redox H2O2 prof,Efa HMGR inh,STAT1 act,STAT3 activator,APP 5'UTR act,STAT1 blocker,Hsp70 activator,STAT3 blocker
CCOC(=O)CNC(=O)C(Cc1ccccc1)NS(=O)(=O)c1cccs1 (configuration not stated),4.8,1.22,-0.2,2.1,102.1,104.7,-10.3,-2.3,0.1,2.1
COc1cccc(OCC(O)CN2CCN(c3ccccn3)CC2)c1 (configuration not stated),-5.7,1.12,-0.8,-3.8,99.8,96.8,7.9,0.3,-0.5,3.1
CS(=O)(=O)N(CCc1ccccc1)CC(=O)NCc1ccccn1,-4.3,1.23,2.7,-1.2,91.9,98.9,19.2,8.8,-0.3,5.5
Cc1cccc(NC(=O)C(C)OC(=O)c2ccccc2NS(=O)(=O)c2cc(C)c(C)c([N+](=O)[O-])c2)c1 (configuration not stated),13.7,0.99,0.6,-0.1,90.5,107.6,2.9,10.6,-0.3,-8.2
Cn1c(CO)cnc1S(=O)(=O)Cc1ccc([N+](=O)[O-])cc1,8.7,0.81,-1.8,/,96.2,95.4,/,4.2,0.1,11.3
O=C(O)CC(NCc1ccco1)C(=O)OCCc1ccccc1 (configuration not stated),-4.4,1.05,2.2,3.9,96.0,98.6,14.6,4.3,-0.3,4.1
Cc1ccc(N2C(=O)C3C(C2=O)C(C(=O)c2ccc(Cl)cc2)N2CCCC32)cc1 (configuration not stated),-3.7,1.16,0.7,-1.0,91.5,98.7,12.9,9.4,-0.1,10.3
Cc1cc(C)cc(NC(=O)CSc2nnc(-c3ccccc3)n2N)c1,-6.3,0.99,-1.1,-2.3,96.6,98.2,-1.6,3.7,-0.1,9.6
CCOc1cc(C(=O)NCC(=O)N/N=C/c2sccc2C)cc(OCC)c1OCC,7.9,1.29,-1.2,-0.8,93.2,94.3,5.1,4.5,-0.2,11.5
CCn1c(SCC(=O)Nc2cc(C)on2)nnc1-c1ccco1,4.0,1.08,-0.1,-2.1,108.4,100.2,-7.2,-9.1,-0.3,-3.3
CSc1sc(C(=O)O)c(C)c1C(C)=O,1.8,1.14,0.1,0.2,105.2,107.9,12.2,-5.6,0.0,-11.3
Cc1ccccc1Nc1nc(-c2ccccc2)c(C(=O)Nc2cccnc2)s1,7.0,0.77,1.2,-10.4,107.1,104.3,8.8,-7.8,-0.1,-9.9
COc1cc2[nH]c(=S)n(Cc3ccco3)c(=O)c2cc1OC,2.8,1.21,-0.8,0.3,90.9,102.5,3.6,9.9,0.0,3.1
CCO/C(C)=C1\C(=O)N(CC)c2ccccc21,-13.8,1.03,1.3,0.9,108.2,101.1,1.6,-8.9,-0.3,3.9
O=C(Cn1cnc2ccccc21)NCCCN1CCOCC1,4.3,0.89,2.5,-2.2,103.3,100.5,-11.9,-3.6,-0.3,5.3
O=C(c1ccc(Cl)cc1)c1cnc(-c2ccc(Cl)cc2)s1,-2.4,1.09,-8.2,-2.1,90.3,91.9,12.3,10.9,-0.4,11.8
O=C(C1COc2ccccc2O1)N1CCc2ccccc2C1 (configuration not stated),-4.2,1.5,0.6,-3.0,109.4,83.6,3.4,-10.2,-0.2,21.0
CCCC(=O)Nc1ccc(Cl)c(NC(=O)c2cccnc2Cl)c1,3.6,0.88,1.6,-5.9,100.5,100.7,1.3,-0.6,-0.2,2.6
COC(=O)C1=C(C)N(CCc2c[nH]c3ccc(OC)cc23)C(=O)C1,-6.3,0.63,-1.1,-12.2,94.5,90.1,2.6,4.2,1.1,20.7
COC(=O)COc1cccc(NC(=O)c2cccs2)c1,6.7,1.52,0.5,0.9,89.7,100.9,5.1,10.5,0.0,0.3
CCOC(=O)CSc1nnc(-c2ccc(NS(=O)(=O)c3ccc(C)cc3)cc2)o1,4.3,0.95,-3.2,-5.3,97.5,96.4,-1.2,2.7,-0.2,3.7
Cc1ccc(-c2nnc3c(C(F)(F)F)nc4ccccc4n23)cc1,-4.9,0.95,2.5,-1.8,105.4,97.3,11.2,-6.0,0.1,6.1
Cc1ccc(C(=O)NCc2ccco2)cc1S(=O)(=O)N1CCOCC1,-0.3,1.15,2.5,-6.4,96.6,105.2,37.8,3.7,0.2,-1.3
CS(=O)(=O)N1CCCC(C(=O)NCCCN2CCC(Cc3ccccc3)CC2)C1 (configuration not stated),-4.8,0.9,-3.2,0.2,108.9,95.9,-11.0,-9.6,-0.3,8.4
c1ccc2c(-c3ccncc3)c[nH]c2c1,-2.0,0.88,-3.8,-0.8,110.4,89.2,-16.1,-11.5,0.9,13.4

# Going on with the list:
SMILES,TLR4-MyD88 BLA,NF-kB expr up,Redox H2O2 prof,Efa HMGR inh,STAT1 act,STAT3 activator,APP 5'UTR act,STAT1 blocker,Hsp70 activator,STAT3 blocker
C=CCNC(=S)Nc1ccc(Br)cc1F,-2.3,1.24,-0.3,2.4,92.2,87.0,10.9,8.7,-0.2,18.3
CN(C)CCCNCCCCNC(=O)/C=N/O,2.6,1.04,-0.8,-3.2,99.8,100.7,1.2,0.2,-0.2,4.9
CCOc1ccc(S(=O)(=O)N(C(=O)c2ccco2)c2cc3sc(=O)oc3c3ccccc23)cc1,2.8,0.94,0.3,6.2,102.6,98.0,11.6,-2.9,-0.1,-0.1
O=C(O)CCCNc1ccc([N+](=O)[O-])c(NCCCC(=O)O)n1,-7.0,0.63,-0.5,0.1,98.6,103.8,2.1,1.8,-0.1,5.1
COc1ccc(C(=O)NCc2nnc(SCC(=O)N3CCC(C)CC3)o2)cc1OC,5.7,0.98,0.4,-6.6,104.3,101.2,-17.3,-4.7,-0.3,6.2
CC(NC(=O)NCCCC(=O)O)(C(F)(F)F)C(F)(F)F,2.8,1.05,0.0,-2.6,103.7,105.4,7.4,-4.0,-0.4,-8.2

# Part of the list above in order of count of non-hydrogen atoms, ascending.
SMILES,TLR4-MyD88 BLA,NF-kB expr up,Redox H2O2 prof,Efa HMGR inh,STAT1 act,STAT3 activator,APP 5'UTR act,STAT1 blocker,Hsp70 activator,STAT3 blocker
C=CCNC(=S)Nc1ccc(Br)cc1F,-2.3,1.24,-0.3,2.4,92.2,87.0,10.9,8.7,-0.2,18.3
CN(C)CCCNCCCCNC(=O)/C=N/O,2.6,1.04,-0.8,-3.2,99.8,100.7,1.2,0.2,-0.2,4.9
CC(NC(=O)NCCCC(=O)O)(C(F)(F)F)C(F)(F)F,2.8,1.05,0.0,-2.6,103.7,105.4,7.4,-4.0,-0.4,-8.2
COc1ccc(C(=O)NCc2nnc(SCC(=O)N3CCC(C)CC3)o2)cc1OC,5.7,0.98,0.4,-6.6,104.3,101.2,-17.3,-4.7,-0.3,6.2

# Screens from PubChem.
